TRb SRC2 PPI: inhibitors of human thyroid hormone receptor beta-SRC2 interaction; TRbeta-SRC2 peptide binding, fluorescence polarization; receptor liganded with 1 µM T3; 0.065% of 280,000 active; Potency, µM (highest dose often 106 µM), inactives show at the highest dose activity change, negative = inhibition, actives largely listed as inhibitors; P10828;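 further: plate controls were bound peptide for no effect and peptide without receptor for full effect; nearly all actives have a fitted effect of over 50% in size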
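Compounds were added to 0.6 uM TRb ligand-binding domain and 20 nM Texas Red-labeled SRC2 peptide in Tris buffer containing 1 uM T3, incubated 5 hr at ambient temperature, then read by fluorescence polarization.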
Tau fibril ThT: tau fibrillization inhibition (ThT binding); recombinant tau K18 P301L, heparin-induced fibrillization, ThT fluorescence; Potency, µM (top dose mostly 57.4 µM), for inactives: at the top dose activity, negative = inhibition, actives largely listed as inhibitors; 2.1% of 270,000 active; AID 1460; further: on the % scale 0 is the no-effect control and ±100 the full control effect; nearly all actives have a fitted effect of over 55% in size
Target sequence (P10636 561-689 P618L limits assumed): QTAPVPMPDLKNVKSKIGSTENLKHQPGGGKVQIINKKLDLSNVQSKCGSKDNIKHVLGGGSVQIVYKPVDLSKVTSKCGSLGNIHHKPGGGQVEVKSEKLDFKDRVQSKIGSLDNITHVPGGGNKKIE
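Fibril formation assay: tau K18 P301L at 15 uM with trace Alexa 594 label, heparin inducer 20 uM, pH 7 sodium acetate buffer, 37 C for 6 hr; endpoint ThT signal.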
TR SRC2 fluor cs: Texas Red fluorescence interference in TRb-SRC2 counter-screen | 0.29% of 280,000 active | TRb/SRC2 Texas Red total fluorescence interference | Potency, µM (highest dose often 106 µM), without a hit: at the top dose fluorescence change, negative = quenching; active means well fitted curve in either direction with a large enough effect; inconclusive means small, poorly fitted or top-dose-only effect; further: on the % scale 0 is the no-effect control and ±100 the full control effect
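Human TRβ ligand-binding domain (0.6 uM) and Texas Red SRC2 peptide (20 nM) in Tris buffer with 1 uM T3 and 5% DMSO were incubated with pinned compound for 5 hr at ambient temperature. Total fluorescence was computed as S + 2P (555/632 nm).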
RECQ1 helicase: blocks DNA unwinding by human RECQ1 | Potency, µM (series often up to 57.3 µM), inactives show top-dose activity, negative = inhibition, usual class: inhibitors | 0.54% of 240,000 active | RECQ1 DNA unwinding, red fluorescence kinetic read | AID 2549 | P46063;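 further: plate controls were vehicle for no effect and no enzyme for full effect; nearly all actives have a fitted effect of over 30% in size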
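50 nM RECQ1T1 preincubated 15 min with compound in Tris pH 8.0 buffer with MgCl2, DTT, Tween-20 and 2.5 ug/ml poly(dI-dC); started with 200 nM TAMRA/BHQ-2 forked duplex and 2 mM ATP. Unwinding read as fluorescence (525/598 nm), two reads 2 h apart.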
Tau FP inhib: tau fibrillization inhibition (FP). P10636. K18 P301L tau heparin fibrillization, Alexa594 FP, 6 h. Potency, µM (titrated, usually from 57.7 µM), inactives show at the highest dose activity, negative = inhibition, hits mostly inhibitors. 0.39% of 280,000 active; further: on the % scale 0 is the no-effect control and ±100 the full control effect; nearly all actives have a fitted effect of over 55% in size
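FP of Alexa 594-tau after heparin (20 uM) induction. Substrate: human K18 P301L, 15 uM unlabeled, 0.24 uM labeled. Buffer 100 mM sodium acetate pH 7. 6 hr, 37 C.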
Tau fluor cs: counter-screen for tau fibril formation inhibitors. AID 1463. 0.93% of 280,000 active. tau K18 P301L Alexa594 fluorescence, heparin fibrillization. Potency, µM (highest dose often 57.7 µM), for inactives: top-dose activity change, negative = decrease; further: on the % scale 0 is the no-effect control and ±100 the full control effect; nearly all actives have a fitted effect of over 55% in size
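Human tau K18 P301L (15 uM unlabeled, 0.24 uM Alexa 594-labeled) in 100 mM sodium acetate pH 7 with 20 uM heparin, 6 hr at 37 C. ThT 30 uM added, 1 hr ambient; Alexa 594 FP and total fluorescence read at 555/632 nm.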
L3MBTL1 block: blocks human L3MBTL1; Q9Y468; Potency, µM (titrated, usually from 57.1 µM), for inactives: at the highest dose activity, negative = inhibition, actives largely listed as inhibitors; 0.66% of 230,000 active; AlphaScreen L3MBTL1–H3K9me1 peptide binding; further: on the % scale 0 is the no-effect control and ±100 the full control effect; nearly all actives have a fitted effect of over 60% in size
Target sequence (Q9Y468 whole entry, looked up): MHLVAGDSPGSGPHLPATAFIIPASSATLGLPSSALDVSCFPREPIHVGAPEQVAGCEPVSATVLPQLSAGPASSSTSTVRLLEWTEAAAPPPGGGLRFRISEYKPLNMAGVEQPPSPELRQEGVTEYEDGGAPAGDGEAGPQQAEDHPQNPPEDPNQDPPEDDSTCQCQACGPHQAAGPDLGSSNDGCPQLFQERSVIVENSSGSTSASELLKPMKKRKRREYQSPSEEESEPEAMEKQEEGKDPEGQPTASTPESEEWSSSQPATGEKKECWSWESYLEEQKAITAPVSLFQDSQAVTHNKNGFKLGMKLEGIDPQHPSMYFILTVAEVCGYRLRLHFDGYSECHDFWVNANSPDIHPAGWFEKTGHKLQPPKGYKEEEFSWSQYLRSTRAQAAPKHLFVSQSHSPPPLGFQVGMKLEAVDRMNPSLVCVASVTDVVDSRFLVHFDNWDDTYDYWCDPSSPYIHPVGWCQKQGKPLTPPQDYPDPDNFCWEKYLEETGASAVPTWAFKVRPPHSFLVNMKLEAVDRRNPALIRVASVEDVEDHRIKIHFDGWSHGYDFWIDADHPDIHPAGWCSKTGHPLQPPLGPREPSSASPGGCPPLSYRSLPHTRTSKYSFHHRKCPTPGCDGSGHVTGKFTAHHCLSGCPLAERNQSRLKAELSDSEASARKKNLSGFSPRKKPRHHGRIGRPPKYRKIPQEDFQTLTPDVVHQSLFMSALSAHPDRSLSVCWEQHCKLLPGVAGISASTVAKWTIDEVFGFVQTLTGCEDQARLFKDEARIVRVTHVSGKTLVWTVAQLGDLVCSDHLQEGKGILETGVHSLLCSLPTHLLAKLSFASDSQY
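AlphaScreen assay: L3MBTL1 (50 nM final) was preincubated 30 min at room temperature with biotinylated H3(1-15)K9me1 peptide (75 nM final), then 30 min with library compounds; streptavidin donor and nickel chelate acceptor beads (10 ug/mL final) added, 30 min dark.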
HTT ATP protect: Huntington cell model cytoprotection by ATP luminescence. PC12 HTT-Q103 induced, cytoprotection, ATP luminescence, 40 h. Potency, µM (doses to about 56.4 µM), without a hit: cytoprotection (ATP increase), hits mostly activators. 0.14% of 230,000 active. AID 1471;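 further: % of control where 0% means no effect; nearly all actives have a fitted effect of over 45% in size; toxic huntingtin expression switched on by the ecdysone agonist tebufenozide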
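Stable PC12 Q103-GFP cells in serum-supplemented, phenol red-free DMEM; induction by tebufenozide at 100 nM final; compound dose series; cell viability quantified luminescently from ATP.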
An asterisk follows results filed as active; i = inactive; ? = inconclusive; · = not tested or not shown; & = joins results of further samples; [ ] = dose if it differs, or a comment. Unless noted, the call rests on the fitted dose curve; in most records, active means well fitted curve in the direction sought with a large enough effect; inconclusive means small, poorly fitted or top-dose-only effect, or another doubt; inactive means no such curve, though single readings can be large; an effect the other way counts as inactive or inconclusive. Potency means the concentration at half of the fitted maximal effect.

A first look, 2 compounds:
SMILES	TRb SRC2 PPI	Tau fibril ThT	TR SRC2 fluor cs	RECQ1 helicase	Tau FP inhib	Tau fluor cs	L3MBTL1 block	HTT ATP protect
Cc1cccc(NC(=O)C2CCCN2S(=O)(=O)c2ccc(F)cc2)c1C (configuration not stated)	0%	-14%	0%	-12%	-4%	-10%	·	-11%[10 µM]
COc1cc(OC)c(NC(=S)Nc2cccc(C)c2)cc1Cl	7%	?	-1%	-18%	19%	?	0%	·

The listing, from the first entry:
SMILES	TRb SRC2 PPI	Tau fibril ThT	TR SRC2 fluor cs	RECQ1 helicase	Tau FP inhib	Tau fluor cs	L3MBTL1 block	HTT ATP protect
Cc1cccc(NC(=O)C2CCCN2S(=O)(=O)c2ccc(F)cc2)c1C (configuration not stated)	0%	-14%	0%	-12%	-4%	-10%	·	-11%[10 µM]
COc1cc(OC)c(NC(=S)Nc2cccc(C)c2)cc1Cl	7%	?	-1%	-18%	19%	?	0%	·
N#CCCN(C(=O)Nc1ccccc1)c1ccccc1	-4%	-7%	-5%	-4%	-2%	3%	·	4%
O=C(Nc1cccc(C(F)(F)F)c1)c1ccc(Cn2cc(Br)cn2)o1	7%	-10%	2%	-10%	-5%	?	6%	-34%
CC(C)(C)c1nnc2sc(SCC(=O)N3CCc4ccccc43)nn2c1=O	-5%	-15%	3%	i	3%	-4%	-26%	?
O=C(Cn1cc2c(n1)CCCC2)NCC1CCCO1 (configuration not stated)	2%	-5%	-2%	-7%	5%	-5%	·	-33%
COc1ccccc1CNCC(O)Cn1c2ccccc2c2ccccc21 (configuration not stated)	-6%	7%	-3%	1%	12%	12%	-17%	17%[0.074 µM]
CCOC(=O)c1cc(NC(=O)c2ccc(F)cc2)c(=O)n2c1oc1ccc(Cl)cc12	8%	1%	5%	·	-3%	-6%	·	·
CCOC(=O)c1c(Nc2ccccc2)sc(/C=C2\C=Nc3ccccc32)c1O	3%	-14%	2%	-8%	0%	?	·	9%
O=C(NC1(C(=O)NC2CCCCC2)CCCCC1)c1ccc2c(c1)OCO2	-2%	1%	0%	i	2%	4%	13%	35%[10 µM]
COC(=O)c1[nH]c2ccccc2c1NC(=O)/C=C/c1ccc2c(c1)OCO2	-3%	8%	-8%	-5%	5%	4%	-2%	-90%[inhibitor][10 µM]
CCC(=O)N1CCN(c2ccc(Cl)cc2NC(=O)Cc2ccc(Cl)cc2)CC1	11%	-13%	-1%	-5%	5%	-18%	·	-10%[10 µM]
Cc1c(C=O)c2ccccn2c1C(=O)c1cccs1	1%	-1%	0%	6%	7%	2%	2%	-35%[inhibitor]
COC(=O)c1[nH]c(C)c(/C(O)=C2\C(=O)C(=O)N(CCN3CCOCC3)C2c2cccnc2)c1C (configuration not stated)	5%	-4%	-6%	-7%	-6%	7%	0%[11.4 µM]	-3%
COc1cc([N+](=O)[O-])ccc1-c1ccc(/C=N/NC(=O)c2ccccc2O)o1	1%	1.6µM*	0%	-4%	4%	?	2%	6%[10 µM]
COc1ccc(NC(=O)c2c(-c3ccccc3Cl)noc2C)c(OC)c1	3%	-12%	0%	-6%	5%	-25%	-5%	-19%
C=CCC1(O)CCOc2ccccc21 (configuration not stated)	-6%	8%	-1%	-5%	6%	7%	·	-22%
Cc1cccc2cc(CN(CC3CCCO3)C(=O)c3cccnc3)c3nnnn3c12 (configuration not stated)	-2%	-3%	-2%	i	-2%	-1%	3%	-2%
O=C(NCc1ccccc1)c1noc2c1CCCCC2	-18%	-3%	0%	i	-4%	-6%	-2%	-38%[inhibitor]
COc1cccc(Cn2c(SCC(=O)N3CCN(c4ccc(F)cc4)CC3)nc3ccccc32)c1	4%	-13%	-8%	·	0%	-4%	·	·
CCCn1c(SCC(=O)N2CCCCC2)nnc1-c1ccco1	-14%	-13%	2%	i	3%	-6%	-3%	6%
C=CCn1c(SCC(=O)Nc2ccc(-c3nc4ccc(C)cc4s3)cc2)nnc1-c1ccncc1	1%	-8%	0%	-8%	0%	-8%	-9%	6%[10 µM]
Cc1ccc(-c2noc(-c3nnn(-c4cccc(C(F)(F)F)c4)c3N)n2)cc1	-7%	2%	-1%	·	0%	0%	·	·
Cc1cccc2[nH]c3c(=O)n(CCN4CCNCC4)cnc3c12	5%	-17%	2%	-4%	2%	-3%	-12%	-13%
CCC1=C2CC[C@H]3C(=O)N(C)C(=O)[C@H]3[C@H]2[C@@]2(Cc3ccccc3)C(=NCC(=O)OC)OC(=O)N2C1=O	3%&7%	-12%&15%	-2%&-2%	i	5%&-6%	-13%&23%	·	-41%
CN(C)c1cc(-c2ccccc2)nc(N)n1	7%	-9%	-1%	-14%	-2%	-12%	·	-11%
COC(=O)c1c(C)[nH]c(C)c1C(=O)c1ccccc1Cc1ccccc1	1%&-2%&-6%&0%	-5%&-3%&-6%&-17%	-3%&-2%&-1%&0%	0%&-3%&-3%	?	?	·	-48%[inhibitor]
COc1ccc(NS(=O)(=O)c2ccc(N3CCOCC3)c(NC(=O)c3ccc(F)cc3)c2)cc1	4%	0%	-1%	-1%	4%	-12%	2%	12%[10 µM]
Cc1cccc(C)c1Nc1oc(-c2ccccc2)nc1-c1ccccc1	11%	-3%	-3%	i	2%	0%	·	10%
Oc1ccccc1CNc1nc2ccccc2n1CCN1CCCCC1	-11%	-12%	2%	3%	-1%	?	-7%	2%[10 µM]
CCOC(=O)COc1cccc2c(=O)n(CC(=O)N3CCCCC3)ccc12	-6%	·	-5%	-4%	-6%	-25%	·	12%[10 µM]
O=C(Nc1ccc(Br)cn1)C1CCCN1S(=O)(=O)c1ccccc1 (configuration not stated)	-6%	-10%	-2%	-3%	-3%	-5%	-7%	-4%
COCCNC(=O)c1cc(-c2ccc(Cl)c(Cl)c2)on1	-9%	9%	1%	i	-8%	9%	8%	-5%
COc1cc(O)c(CC=C(C)C)c(O)c1C(=O)CCc1ccc(O)cc1	4%	-3%	-2%	-8%	16µM*	?	·	-46%[inhibitor][10 µM]
CCCCN(C(=O)CSc1nnc(-c2ccc(OC)cc2)n1C(C)C)c1c(N)n(Cc2ccccc2)c(=O)[nH]c1=O	-5%	-9%	-4%	-3%	-5%	-4%	-6%	4%[10 µM]
COCCNc1c(-c2ccc(OC)c(OC)c2)nc2ccc(Cl)cn12	2%	-1%	-5%	-1%	-9%[2.34 µM]	11%	12%	6%[10 µM]
Cc1cccc(S(=O)(=O)C(C#N)c2nc3ccccc3nc2N2CCOCC2)c1 (configuration not stated)	10%	?	-1%	0%	2%	-17%	2%	-6%[0.074 µM]
COc1ccc(CNC(=S)Nc2ccc(OC)cc2)cc1	-4%	1%	2%	-2%	2%	-3%	-7%	6%[0.074 µM]
CCN(Cc1ccccc1)C(=O)c1c(C)oc2ncn(C)c(=O)c12	4%	-1%	3%	·	-1%	-5%	·	·
Cc1ccccc1N=Cc1cc2c(cc1[N+](=O)[O-])OCO2	3%	-11%	1%	5%	-2%	-5%	-9%	33%[10 µM]
O=C1/C(=C\c2ccccn2)SC(=S)N1c1ccc(S(=O)(=O)Nc2nccs2)cc1	-3%	·	-5%	-24%	3%	?	·	17%[10 µM]
Cc1cccc(N2C(=O)c3cccc(Oc4ccc(Cl)cc4)c3C2=O)c1	0%	-12%	0%	-3%	2%	-16%	9%	20%[10 µM]
CCCCC1=CC2=C(c3ccco3)C(=O)C(C)(OC(=O)c3ccc(OC)cc3)C(=O)C2=CN1CCc1ccccn1 (configuration not stated)	3%[11.2 µM]	?	-2%[11.2 µM]	1%[11.5 µM]	-4%[11.6 µM]	0%[11.6 µM]	·	-26%&-7%[10 µM]
CCn1cc(Br)c(C(=O)Nc2nccs2)n1	-1%	3%	-4%	i	-9%	-1%	8%	-27%
COc1c(F)c(F)c(C(=O)O)c(Nc2ccc(C)cc2)c1F	-13%	-5%	-1%	5%	8%	1%	2%	-11%
CN(c1ccc(C(=O)N2CCN(Cc3ccc4c(c3)OCO4)CC2)cc1)S(C)(=O)=O	6%	-11%	-1%	3%	-3%	-14%	4%	5%[10 µM]
Cc1c(NC(=O)c2ccc3ncccc3c2)c(=O)n(-c2ccccc2)n1C	-6%	-3%	0%	i	-8%	-3%	-2%	-13%
O=C1CC(c2ccccc2)CC(O)=C1C=NC1CCCCCC1 (configuration not stated)	1%	-9%	1%	i	3%	-5%	9%	-20%
CC(C)C(=O)N1CCN(c2nc(-c3ccccc3)c3c(c2C#N)CCCC3)CC1	5%	?	-4%	0%	9%	-6%	·	-24%
COc1ccccc1N=c1oc2cc(O)ccc2cc1C(N)=O	3%	?	-12%	i	5%	-25%	0%	-44%[inhibitor]

Next part:
SMILES	TRb SRC2 PPI	Tau fibril ThT	TR SRC2 fluor cs	RECQ1 helicase	Tau FP inhib	Tau fluor cs	L3MBTL1 block	HTT ATP protect
Nc1c(C(=O)c2ccc(Cl)cc2)sc2nsc(SCCN3CCOCC3)c12	-5%	?	-2%	-8%	5%	?	33%[activator]	2%[10 µM]
O=C(c1ccc(-c2ccccc2)cc1)N1CCCC1	-6%	-10%	-3%	i	-2%	-4%	-1%	-18%
Cc1cc(=O)n2c3ccccc3n(CC(O)CN3CCN(CCO)CC3)c2c1C#N (configuration not stated)	4%	1%	-3%	-5%	2%	-1%	-4%	-21%
COc1ccc(CNC(=O)c2ccc3c(c2)N(Cc2ccccc2)C(=O)c2ccccc2S3=O)cc1 (configuration not stated)	4%	3%	2%	·	1%	-3%	·	·
COc1ccc(/C=N/NC(=O)Cn2nc([N+](=O)[O-])cc2C)c(OC)c1OC	1%	5%	-1%	-2%	0%	-3%	1%	5%[10 µM]
COc1ccc(Cl)cc1NC(=O)c1cc(=O)c2cc(C)cc(C)c2o1	1%	-7%	2%	·	-4%	-8%	·	·
CSc1nncn1/N=C/c1cc(Cl)ccc1F	-2%	-11%	-1%	15%	-8%	-15%	-1%	-3%
COc1ccccc1N1CCN(C(=O)c2cnc(N3CCOCC3)c3ccccc23)CC1	3%	3%	-13%	·	6%	4%	·	·
Cc1cc(Cl)cc(Br)c1OCCCCn1cncn1	-2%	-1%	0%	-3%	9%	11%	1%[11.4 µM]	?

Screening results deposited in PubChem BioAssay by National Center for Advancing Translational Sciences (NCATS).

An excerpt, so the mix of outcomes need not match the whole.
